TWEAK Fn14 block: TWEAK-Fn14 signaling inhibition. TWEAK-stimulated Fn14 reporter cells, luciferase luminescence, 8 h. inhibition, % at 10 µM. 360,000 compounds, 2% hits; in the data active = inhibition above about 50%
EBV LMP1 NFkB: Epstein-Barr LMP1 NF-kappaB reporter inhibition; LMP1-induced NF-kappaB luciferase reporter cells, luminescence; inhibition, % at 12.5 µM; 350,000 compounds, 0.69% hits; in the data active = inhibition above about 41%;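 also: 0% = neutral control wells and 100% = reference inhibitor control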
TROY NFkB inh: inhibitors of TROY-dependent NF-kB signaling. AID 1347056. 360,000 compounds, 0.98% hits. inhibition, % at 10 µM. Q293 LMP1-TROYcd NF-kB luciferase reporter, 4 h;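 active = compounds whose plate-normalised and pattern-corrected inhibition of the luciferase reporter signal at the single screening dose is 50% or more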
TRAIL sens C8: sensitizes caspase-8 expressing cells to TRAIL | NB7+C8 cells + TRAIL, ATPlite viability luminescence | inhibition (viability loss, TRAIL sensitization), % at 10 µM | 360,000 compounds, 1% hits;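 active = compounds causing at least 50% loss of cell viability in the single-dose screen, relative to plate controls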
NCOA1 inh: inhibits human SRC1 coactivator | 360,000 compounds, 0.12% hits | inhibition, % at 3.6 µM | Q15788 | AID 588354 | HEK293 GAL4-SRC1 luciferase reporter, luminescence;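 active = inhibition above the campaign mean plus 3 SD, with each screening campaign given its own cutoff, cut at about 60% in these data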;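 also: 0% = DMSO treated cells and 100% = gossypol at 36 µM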
CF NFkB block: blocks PAF-induced NF-kB reporter in cystic fibrosis cells; 360,000 compounds, 0.86% hits; KKLEB NF-kB-GFP reporter, GFP fluorescence overnight; inhibition, % at 5 µM;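 active = at least 50% inhibition at 5 µM, scaled per plate between neutral and stimulator controls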;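 also: PAF is a Pseudomonas aeruginosa culture filtrate used as stimulus; plate controls were PAF-stimulated DMSO wells for no effect and unstimulated DMSO wells for full effect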
KKLEB cytotox: CF airway cell cytotoxicity counter-screen. 360,000 compounds, 0.36% hits. activity change (cytotoxicity), % at 5 µM. KKLEB CF airway cells viability, ATPlite luminescence, overnight; stronger effect = lower value; cells stimulated with P. aeruginosa culture filtrate;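 active = corrected activity change at or below -50% at 5 µM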
COUP-TFII inh: inhibitors of human COUP-TFII (NR2F2); 370,000 compounds, 0.7% hits; AID 686940; HEK293T NGFI-A luciferase reporter, luminescence; P24468; inhibition, % at 8.6 µM;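 active = inhibition above a per-plate cutoff, mean inhibition of test wells between control levels plus 3 SD, cut at about 38% in these data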;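 also: cells cotransfected with COUP-TFII expression vector driving the NGFI-A reporter; 0% = median of COUP-TF2 test wells and 100% = reporter-only cells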
NR5A2 inv ag: NR5A2 inverse agonism in reporter assay; O00482; 360,000 compounds, 0.13% hits; HEK293T StAR-luciferase reporter, LRH-1 transfected, 24 h; inhibition, % at 3.6 µM;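 active = inhibition above the mean inhibition of all tested compounds plus 3 SD, cut at about 73% in these data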;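 also: 0% = DMSO wells and 100% = reporter-only cells lacking LRH-1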
SRC3 inh: inhibits human SRC3 coactivator; Q9Y6Q9; HEK293 GAL4-SRC3 luciferase reporter, luminescence; inhibition, % at 3.6 µM; 360,000 compounds, 0.17% hits; AID 588352;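 active = inhibition above a per-campaign cutoff, the mean of all compounds plus 3 SD, cut at about 60% in these data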;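 also: 0% = DMSO-treated cells and 100% = gossypol-treated cells at 36 µM; higher means less SRC3-driven luciferase light from the GAL4 reporter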
Target sequence (Q9Y6Q9 whole entry, looked up, the tested form may be a part): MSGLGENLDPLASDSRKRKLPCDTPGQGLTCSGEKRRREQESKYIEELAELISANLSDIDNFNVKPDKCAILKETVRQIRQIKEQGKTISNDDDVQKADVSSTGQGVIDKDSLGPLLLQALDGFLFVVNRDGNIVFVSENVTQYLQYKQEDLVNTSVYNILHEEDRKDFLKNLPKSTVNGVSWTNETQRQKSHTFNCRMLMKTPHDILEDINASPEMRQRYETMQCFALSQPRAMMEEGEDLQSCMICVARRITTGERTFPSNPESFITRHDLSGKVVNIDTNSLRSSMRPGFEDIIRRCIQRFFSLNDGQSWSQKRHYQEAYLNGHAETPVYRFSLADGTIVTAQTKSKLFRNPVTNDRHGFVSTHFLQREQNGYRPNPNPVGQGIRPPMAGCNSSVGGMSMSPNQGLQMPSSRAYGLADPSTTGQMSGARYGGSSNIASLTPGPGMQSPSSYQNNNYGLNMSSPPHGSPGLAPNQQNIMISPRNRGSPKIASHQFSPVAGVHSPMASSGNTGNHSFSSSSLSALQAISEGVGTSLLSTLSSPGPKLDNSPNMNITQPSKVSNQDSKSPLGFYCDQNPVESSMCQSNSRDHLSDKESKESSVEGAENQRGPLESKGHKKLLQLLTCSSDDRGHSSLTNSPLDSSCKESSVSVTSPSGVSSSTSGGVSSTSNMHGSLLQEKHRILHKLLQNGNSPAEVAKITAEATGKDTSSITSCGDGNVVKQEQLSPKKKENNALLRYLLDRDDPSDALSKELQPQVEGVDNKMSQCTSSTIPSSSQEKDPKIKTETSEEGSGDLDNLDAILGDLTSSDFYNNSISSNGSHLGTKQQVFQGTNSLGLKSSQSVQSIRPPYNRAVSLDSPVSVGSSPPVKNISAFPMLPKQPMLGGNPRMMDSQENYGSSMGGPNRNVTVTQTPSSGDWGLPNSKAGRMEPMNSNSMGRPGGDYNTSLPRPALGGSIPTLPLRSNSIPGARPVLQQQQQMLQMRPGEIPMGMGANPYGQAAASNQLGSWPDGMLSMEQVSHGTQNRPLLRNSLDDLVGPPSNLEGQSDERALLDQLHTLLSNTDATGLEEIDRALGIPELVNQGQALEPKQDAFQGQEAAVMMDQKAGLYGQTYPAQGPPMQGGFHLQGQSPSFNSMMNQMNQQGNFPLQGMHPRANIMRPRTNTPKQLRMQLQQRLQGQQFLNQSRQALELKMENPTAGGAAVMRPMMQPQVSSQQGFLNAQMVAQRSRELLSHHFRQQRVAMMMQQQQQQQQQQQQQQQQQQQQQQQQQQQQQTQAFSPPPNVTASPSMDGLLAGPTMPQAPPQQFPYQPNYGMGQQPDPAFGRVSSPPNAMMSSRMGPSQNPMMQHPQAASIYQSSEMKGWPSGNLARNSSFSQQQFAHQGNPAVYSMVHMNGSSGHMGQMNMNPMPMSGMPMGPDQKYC
NCOA2 inhibitor: inhibits human steroid receptor coactivator 2 | 370,000 compounds, 0.17% hits | inhibition, % at 9 µM | Q15596 | AID 651957 | HEK293 GAL4-SRC2 luciferase reporter, luminescence;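 active = inhibition above the mean inhibition of all tested compounds plus 3 SD, set per campaign, cut at about 52% in these data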;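 also: 0% = DMSO treated cells and 100% = cells given Gossypol at 36 µM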
* = called active by the depositor; i = inactive; / = no result given.

SMILES	TWEAK Fn14 block	EBV LMP1 NFkB	TROY NFkB inh	TRAIL sens C8	NCOA1 inh	CF NFkB block	KKLEB cytotox	COUP-TFII inh	NR5A2 inv ag	SRC3 inh	NCOA2 inhibitor
CC(C)C[C@@H](CNCC(=O)[C@H](CC(C)C)NC(=O)c1[nH]cnc1C(=O)N[C@@H](C)CN)NC(=O)c1nc[nH]c1C(=O)N[C@@H](Cc1ccccc1)C(=O)O	2	-9	-17	-10	-67	3	11	-10	-23	-22	-6
Cc1ccc(N(CC(=O)N/N=C/c2ccc(OCC(N)=O)cc2)S(C)(=O)=O)cc1Cl	2	5	4	1	-21	0	4	10	8	6	-29
Cc1nc(NC(=S)NC(=O)c2cccs2)ccc1Br	-20	-3	-54	27	-49	-2	-13	-10	2	-5	-45
COc1cc(-c2cc(C(=O)O)c3cc4c(cc3n2)OCCO4)cc(OC)c1OC	-21	5	-6	5	-14	-8	10	5	-30	3	-3
CN(C)S(=O)(=O)c1cccc(NC(=O)CNCC2CCCCC2)c1	7	-3	-13	-6	-12	4	-13	10	5	-3	-18
COC(=O)c1ccccc1-c1c2ccc(=N)cc-2oc2cc(N)ccc12	53*	12	17	22	32	i	-22	37	51	34	37
O=C(OC(C(=O)NCC1CCCO1)c1ccc(F)cc1)c1cccs1 (stereo not drawn)	14	-7	-13	-4	-15	-18	2	-5	11	-1	-2
CC1CC(C(F)F)n2nc(C(=O)Nc3sc4c(c3C#N)CCC(C(C)(C)C)C4)nc2N1 (stereo not drawn)	-43	-7	-10	-4	-5	-13	6	10	-16	-15	-7
COc1cccc(CN2CCN(c3nc4nonc4nc3NC3CC3)CC2)c1	4	7	0	-4	6	8	4	-4	-1	0	10
CC1CCc2nc(NC(=O)Nc3ccc4c(c3)OCO4)sc2C1 (stereo not drawn)	-40	-21	-67	19	-47	-10	3	-30	-48	-39	-14
CCCNC(=O)C1(C)CCCN(Cc2c3ccccc3nn2C)C1 (stereo not drawn)	16	/	4	-6	-2	-9	-3	6	-3	7	-1
COC(=O)NNC(=O)c1ccccc1C	5	2	-2	5	-1	-7	-1	-10	-10	2	6
O=C1CN(C(=O)COC(=O)CCc2ccccc2O)c2ccccc2N1	-1	-1	4	-19	-4	-10	0	0	-4	14	-2
O=C(CN1C(=O)c2ccccc2C1=O)NC1CCCCC1	-3	-3	-9	-2	-3	12	9	11	-2	-6	-8
CCC(C)NC(=O)c1c(N)n(/N=C/c2ccccn2)c2nc3ccccc3nc12 (stereo not drawn)	64*	1	31	9	1	2	-4	5	7	5	7
CN(C(=O)c1cccc(NC(=O)Cc2ccc(NC(=O)C3CCCN(C(=O)CCc4ccccc4)C3)cc2)c1)C1CCCCC1 (stereo not drawn)	89*	20	62*	25	35	-10	-4	77*	48	6	23
COc1ccc(N/C=C/C(=O)c2sc(-c3ccccc3)nc2C)cc1	-4	2	-25	5	-6	9	-4	1	0	-11	-23
CCc1cc(=O)oc2cc(C)cc(OC(C)C(=O)NC3CCN(Cc4ccccc4)CC3)c12 (stereo not drawn)	-18	4	-9	2	-13	11	21	12	-5	-1	-5
CSc1ccccc1NC(=O)c1cnc2scc(C)n2c1=O	-11	-16	-44	9	-44	-2	-2	-99	-1	-50	-43
Cc1cc(Oc2cc(NN3CCCCC3)c([N+](=O)[O-])cc2[N+](=O)[O-])c(C(=O)c2ccccc2)cc1Cl	-8	2	-13	5	-6	1	-1	12	18	8	-8
CC1CCN(C(=O)COC(=O)CCCN2C(=O)c3cccc4cccc(c34)C2=O)CC1	-17	-5	-2	7	2	-24	3	-9	7	-6	8
COc1cccc(/C=N/NC(=O)c2nnn(-c3nonc3N)c2C(C)C)c1OCc1ccc(F)cc1	63*	14	62*	24	-5	11	-4	/	-9	3	/
COC(=O)CNC(=O)CCC(=O)N1CCN(C(c2ccccc2)c2ccccc2)CC1	-1	10	14	-25	6	-5	6	14	12	-15	6
O=C(COc1cccnc1[N+](=O)[O-])Nc1ccc(Cl)c(S(=O)(=O)N2CCOCC2)c1	5	2	-15	24	-7	17	-9	-9	10	8	-1
N#C/C(=C\c1ccccc1Cl)C(=O)Nc1ccccn1	0	1	-16	-32	2	-19	-2	-6	4	5	-28

Reprinted from the part before: 2 entries; new compounds follow.
SMILES	TWEAK Fn14 block	EBV LMP1 NFkB	TROY NFkB inh	TRAIL sens C8	NCOA1 inh	CF NFkB block	KKLEB cytotox	COUP-TFII inh	NR5A2 inv ag	SRC3 inh	NCOA2 inhibitor
O=C(COc1cccnc1[N+](=O)[O-])Nc1ccc(Cl)c(S(=O)(=O)N2CCOCC2)c1	5	2	-15	24	-7	17	-9	-9	10	8	-1
N#C/C(=C\c1ccccc1Cl)C(=O)Nc1ccccn1	0	1	-16	-32	2	-19	-2	-6	4	5	-28
N#CC1=C(N)N(c2ccccc2)C(=O)C1	4	-5	-22	-6	0	0	0	-2	14	-6	-14
CCOC(=O)N1CCC(NC(=O)CN2C(=O)CCSc3ccccc32)CC1	3	-3	-21	-9	11	10	-9	9	-9	8	-26
O=S(=O)(NCC1OCCc2ccccc21)c1ccccc1 (stereo not drawn)	0	6	-3	-26	-1	0	-8	23	-5	8	16
Cc1onc(-c2ccccc2Cl)c1C(=O)N1CCc2ccccc21	6	1	-7	3	12	-12	11	19	-5	17	-4
O=C(COc1ccc(S(=O)(=O)N2CCOCC2)cc1)Nc1ccc2c(c1)OCCO2	4	5	0	6	-6	12	4	-8	5	-6	-6
CCc1cccc2c1NC(=O)C2(O)N1CCCC(C)C1 (stereo not drawn)	-21	1	-11	-1	-5	9	5	0	-8	-17	-17
COC(=O)c1cc(NC(=S)N2CCN(C(=O)C3CCCO3)CC2)cc(C(=O)OC)c1 (stereo not drawn)	12	-1	-44	-7	17	-10	5	-11	11	7	-4
CNC(=S)N(CCc1ccc(OC)c(OC)c1)C1CC(=O)N(c2ccccc2)C1=O (stereo not drawn)	11	0	0	1	-13	0	11	/	-3	1	/
C=CCNC(=O)c1ccc(CSc2nc3ccccc3s2)cc1	34	-1	12	2	-48	-8	-7	32	-45	-72	-60
O=C1c2ccccc2C(=O)N1CCc1c[nH]c2ccccc12	-36	-46	-34	11	-89	-21	9	-34	-123	-79	-72
CCOc1ccccc1NC(=O)c1oc2ccccc2c1NC(=O)C1CC1	-94	18	4	14	5	-4	-7	4	18	-5	-21
O=C(NCC(c1ccc(F)cc1)N1CCOCC1)c1c(F)cccc1F (stereo not drawn)	-6	-17	8	1	-13	-4	-4	-6	-24	-19	-35
COC(=O)C1=C(C)N(Cc2ccccc2)C(=NCCc2c[nH]c3ccccc23)N[C@H]1c1cccc(C(F)(F)F)c1	12	-9	5	52*	6	28	-29	/	7	-2	/
CCOc1cc(C)c(Cl)cc1S(=O)(=O)N1CCCC1	-30	7	-20	-4	8	20	0	2	5	7	-12
O=C(O)CNS(=O)(=O)c1ccc2c(c1)Cc1cc(S(=O)(=O)NCC(=O)O)ccc1-2	10	5	-5	-9	5	6	-4	-3	7	12	-8
COCc1cc(C)nc2sc(C(=O)NCCO)c(-n3cccc3)c12	10	-1	-6	-2	6	5	3	1	4	2	-15
CCCCNC(=O)Nc1cnn(CC)c1C(N)=O	2	3	-6	-1	-16	7	-5	7	-26	9	-24
N#CC(C(=O)NC1CC1)c1nc2ccccc2nc1N1CCCC1 (stereo not drawn)	-7	-14	11	-4	6	14	-14	6	15	26	18
Cc1ccc(N2C(=O)C3ON(c4ccccc4)C(c4ccncc4)C3C2=O)cc1 (stereo not drawn)	-31	-11	-57	-10	3	0	3	1	-6	14	-25
O=[N+]([O-])c1cc(/C=N/n2c(-c3ccncc3)n[nH]c2=S)ccc1Cl	1	2	-16	7	-2	21	-12	-3	-16	-5	-3
CC1CCCCC1NC(=O)CN1CCN(S(=O)(=O)c2ccc(Br)s2)CC1 (stereo not drawn)	-6	-7	1	5	10	-17	18	18	20	1	-43
COc1ccccc1CCC(=O)OCC(=O)Nc1c(Br)cc(C)cc1Br	-10	3	-1	6	-6	10	-8	-9	1	-9	-6
Nc1cccc(S(=O)(=O)Nc2ccc(SC(F)F)cc2)c1	1	1	-6	14	11	10	-5	9	-9	13	-15
CC1CC(C)CN(CCCNC(=O)c2ccc3c(c2)NC(=O)CS3)C1 (stereo not drawn)	-15	-3	-15	1	-6	7	0	4	10	19	12
O=C(/C=C/c1cccs1)N1CCc2ccccc21	40	-24	-19	56*	-113	10	-26	-54	-148	-68	-62

COUP-TFII inh: entries above that show a hit
mol	TWEAK Fn14 block	EBV LMP1 NFkB	NCOA1 inh	CF NFkB block	COUP-TFII inh	NR5A2 inv ag	SRC3 inh	NCOA2 inhibitor
CN(C(=O)c1cccc(NC(=O)Cc2ccc(NC(=O)C3CCCN(C(=O)CCc4ccccc4)C3)cc2)c1)C1CCCCC1 (stereo not drawn)	89*	20	35	-10	77*	48	6	23

Going on with the list.
SMILES	TWEAK Fn14 block	EBV LMP1 NFkB	TROY NFkB inh	TRAIL sens C8	NCOA1 inh	CF NFkB block	KKLEB cytotox	COUP-TFII inh	NR5A2 inv ag	SRC3 inh	NCOA2 inhibitor
NC(=O)c1ccsc1NC(=O)COC(=O)COc1ccccc1F	-7	-2	7	7	1	9	2	4	-2	5	-9
Cc1cccc(C(=O)Nc2nnc(-c3ccco3)o2)c1	-5	8	-32	11	-4	11	-9	-6	-24	16	-21
COCC1CCCN(C(=O)c2cc(COc3cccc4cccnc34)on2)C1 (stereo not drawn)	5	-4	-3	-9	12	-6	2	3	0	-8	-25
Cc1cccc(C(=O)OCC(=O)Nc2ccc(F)cc2)c1	5	-5	-26	-8	17	14	-9	-23	-8	-14	-5
CCOC(=O)CN(C(=O)CN1CCC(n2nnc3cc(C)ccc32)CC1)c1ccccc1	2	-1	0	1	-1	6	0	0	-14	-6	-4
CCOC(=O)Cn1c(=O)sc2ccccc21	5	6	15	-14	11	16	-7	1	-5	9	8
CCSc1nnc(NC(=O)Cc2ccc(OC)c(OC)c2)s1	0	3	-3	10	-3	6	-5	4	-8	12	22
Cc1nc2c(F)c(F)c(C(F)(F)F)c(F)c2[nH]1	4	-9	-8	-3	2	-5	5	-2	-2	23	-12
COc1ccc(NC(=O)COc2ccccc2C(=O)NCC(c2ccccc2)N(C)C)cc1Cl (stereo not drawn)	31	1	14	-22	-12	-1	-6	-19	-9	8	-3
Cc1oc(-c2ccccc2Cl)nc1CS(=O)CC(=O)NCCc1ccccc1 (stereo not drawn)	-2	-2	4	21	3	18	-14	-6	-4	2	-4
CCC1=C(OC(=O)N(CC)CC)N2C(=O)OC(=NCC(=O)OC)[C@]2(C)[C@H]2C1=CC[C@H]1C(=O)N(CC(=O)OC)C(=O)[C@H]12	23	0	16	6	2	-17	-2	11	-8	-1	-6
CN(CC(O)CON=C1c2ccccc2-c2ccccc21)S(=O)(=O)c1ccc(Br)cc1 (stereo not drawn)	50	-11	33	-2	2	5	-7	21	-1	0	-18
O=C(Nc1nsc(-c2ccccc2)n1)c1ccncc1	-12	0	-7	5	-13	5	-1	8	-31	9	-11
O=C(CSc1nnc2sc3ccccc3n12)c1ccco1	-40	-13	-44	-5	-41	-7	-20	-46	-52	-26	-36
C=C1CCC[C@]2(C)C[C@H]3OC(=O)C(CNC(C)CCCC(C)C)[C@H]3CC12 (stereo partly drawn)	12	-7	20	8	-13	7	-3	12	12	6	-2

Source: PubChem (several laboratories)
